# SUMO1-SIM PPI = modulators of human SUMO1-mediated protein-protein interactions. P63165. SUMO1 binding to a labelled peptide, TR-FRET, 1 h. inhibition, % at 20 µM. 0.33% of 360,000 active; in the data active means inhibition above about 37%
# Scp-1 inhibitor = Scp-1 (human) phosphatase inhibition; 0.88% of 340,000 active; Q9GZU7; inhibition, % at 20 µM; AID 493091; Recombinant Scp1, phosphopeptide, malachite green phosphate absorbance;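 active means inhibition above about 50% at 20 µM, limit read from the data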;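 further: plate controls were DMSO wells with enzyme for no effect and wells lacking enzyme for full effect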
# Target sequence (Q9GZU7 76-261 limits assumed): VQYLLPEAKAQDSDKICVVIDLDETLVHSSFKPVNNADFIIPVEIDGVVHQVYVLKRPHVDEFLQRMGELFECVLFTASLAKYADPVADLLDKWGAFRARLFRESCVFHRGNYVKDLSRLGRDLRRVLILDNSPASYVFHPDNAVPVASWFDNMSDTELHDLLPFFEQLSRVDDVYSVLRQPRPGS
#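 Test system: SCP-1 phosphatase catalytic domain, residues 76-261 | Compound dosing: One concentration, 20 µM, with 1.0% DMSO | Schedule: 45 min room-temperature reaction, 5 min colour, 30 min stabiliser | Detection: Absorbance at 630 nm | Read-out basis: % inhibition of SCP-1 phosphate liberation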
# NadD inh = blocks S. aureus nicotinate mononucleotide adenylyltransferase; purified NadD enzyme, colorimetric absorbance read-out; inhibition, % at 20 µM; 0.78% of 360,000 active; in the data active means inhibition above about 26%; further: some compounds past the cut are filed as inactive
# MLLE-PAM2 inh = inhibitors of microRNA-mediated deadenylation, human PABP1 MLLE binding. P11940. GST-MLLE / FITC-PAM2 fluorescence polarization. inhibition, % at 20 µM. 0.36% of 360,000 active. AID 588489; in the data active means inhibition above about 35%, passing the limit was not always enough;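 further: plate controls were DMSO wells with GST-MLLE for no effect and wells lacking GST-MLLE protein for full effect; some results filed as inactive read as strong as hits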
# CSN deneddyl inh = inhibitors of human CSN-mediated cullin deneddylation. Q92905. Purified CSN, SCF-Nedd8-OG deneddylation, fluorescence polarization. inhibition, % at 12.5 µM. 0.38% of 360,000 active;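 active means pattern-corrected inhibition above about 35%, with an unprinted fluorescence ratio check between 0.5 and 1.5, limit read from the data, passing the limit was not always enough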;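 further: 0% = enzyme with substrate and 100% = substrate without enzyme; some results filed as inactive read as strong as hits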
# Target sequence (Q92905 whole entry, looked up, one chain of several): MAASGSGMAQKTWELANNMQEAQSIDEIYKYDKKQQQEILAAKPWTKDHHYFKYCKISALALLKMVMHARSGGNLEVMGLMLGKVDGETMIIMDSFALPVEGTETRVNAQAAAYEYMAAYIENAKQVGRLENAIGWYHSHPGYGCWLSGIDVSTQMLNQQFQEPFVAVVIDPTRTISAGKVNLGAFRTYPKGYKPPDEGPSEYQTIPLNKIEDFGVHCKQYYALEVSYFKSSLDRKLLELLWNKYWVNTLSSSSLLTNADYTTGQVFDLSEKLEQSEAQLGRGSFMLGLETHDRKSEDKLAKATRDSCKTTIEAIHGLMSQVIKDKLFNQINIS
#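 Assay system: Purified human Csn5 enzyme expressed in HEK293T cells | Amount: Enzyme 0.24 nM | Measured by: Fluorescence polarization readout | Medium: Tris/NaCl/DTT buffer, pH 7.5 | Compound dosing: One concentration, 12.5 µM, 0.25% DMSO | Times: 90 min incubation of compound, enzyme and substrate at room temperature | Control set: no-enzyme wells high, enzyme-with-substrate wells low | Read-out: % inhibition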
# DNMT1 block = DNMT1 (human) enzyme inhibition. 0.83% of 360,000 active. DNMT1 molecular beacon, Hinp1I cleavage, fluorescence. AID 588458. inhibition (reported as % activation of signal), % at 10 µM. P26358; in the data active means inhibition above about 50%
# Tb MetRS inh = Trypanosoma brucei MetRS inhibition | purified T. brucei MetRS, ATP depletion, Kinase-Glo luminescence | inhibition, % at 11.9 µM | 0.4% of 360,000 active;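 active means inhibition above a per-plate cutoff of the control wells' mean inhibition plus 3 SD, cut at about 5.5% in these data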;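 further: 0% = DMSO wells median and 100% = median of wells with control inhibitor compound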
#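 Test system: purified T. brucei MetRS enzyme. Also added: ATP, methionine and E. coli bulk tRNA substrates. Compound: 11.9 µM single point. Schedule: 15 min enzyme-compound preincubation, 2 h reaction, 10 min detection, 25 °C. Signal: luciferase luminescence of residual ATP, Kinase-Glo. Evaluation: percent inhibition versus plate control medians. Controls: DMSO wells, low control.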
# LMPTP inh = blocks human LMPTP phosphatase | P24666 | recombinant LMPTP-A, OMFP fluorogenic substrate, fluorescence intensity | inhibition, % at 20 µM | 0.22% of 360,000 active | AID 651560;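 active means compounds that cut the enzyme signal by at least half of the control window in the single-dose screen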;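 further: plate controls were DMSO wells with enzyme plus substrate for no effect and substrate without enzyme for full effect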
# Target sequence (P24666 whole entry, looked up): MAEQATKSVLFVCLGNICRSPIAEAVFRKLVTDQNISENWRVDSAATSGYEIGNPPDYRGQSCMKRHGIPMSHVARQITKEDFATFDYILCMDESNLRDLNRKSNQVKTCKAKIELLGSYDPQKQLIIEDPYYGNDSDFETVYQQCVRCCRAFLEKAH
#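 material = LMPTP-A | quantity = 0.625 nM enzyme | reagent = OMFP substrate, 400 µM final | buffer or medium = Bis-Tris pH 6.0, DTT, detergent | detection = endpoint fluorescence intensity from OMFP dephosphorylation | dosing = single 20 µM dose | read-out basis = % inhibition relative to no-enzyme and uninhibited control wells | control set = no-enzyme and uninhibited controls | timing = 50 min at room temperature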
# Rpn11 inh = inhibitors of human proteasome Rpn11; 0.59% of 360,000 active; calls only at 20 µM; human 26S proteasome, Ub4-pepOG fluorescence polarization; 20S core pre-blocked with epoxomicin;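 active means inhibition at 20 µM, scaled to each plate's controls, above about 33%, limit read from the data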
# Target sequence (O00487 whole entry, looked up): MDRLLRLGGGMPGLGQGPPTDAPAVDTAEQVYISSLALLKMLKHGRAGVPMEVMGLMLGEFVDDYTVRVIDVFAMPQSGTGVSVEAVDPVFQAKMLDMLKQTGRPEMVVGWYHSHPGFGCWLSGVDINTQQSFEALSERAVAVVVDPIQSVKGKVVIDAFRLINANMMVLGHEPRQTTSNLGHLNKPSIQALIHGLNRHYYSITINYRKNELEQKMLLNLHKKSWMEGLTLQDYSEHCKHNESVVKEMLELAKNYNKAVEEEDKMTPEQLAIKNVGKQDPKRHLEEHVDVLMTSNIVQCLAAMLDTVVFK
# STEP inh = STEP (human) phosphatase inhibition; P54829; recombinant STEP, OMFP fluorogenic substrate, fluorescence; inhibition, % at 20 µM; 0.25% of 360,000 active; AID 588621;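 active means inhibition at 20 µM, scaled per plate between control wells, above about 37%, limit read from the data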;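 further: 0% = DMSO with enzyme and substrate and 100% = substrate only without enzyme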
#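 Assay system: isolated STEP enzyme. Buffer or medium: pH 6.0 Bis-Tris with DTT and Tween 20. Also added: fluorogenic phosphatase substrate OMFP at 25 µM final. Dosing: 20 µM, 1% DMSO. Timing: 20 min reaction, room temperature, in the dark. Measured by: fluorescence intensity, excitation 480 nm, emission 540 nm. Evaluation: normalized % inhibition.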
# Starred values were filed as active, the others as inactive; i = inactive; . = not tested or not shown.
# Results follow in this order: Rpn11 inh	STEP inh	DNMT1 block	LMPTP inh	Scp-1 inhibitor	NadD inh	Tb MetRS inh	CSN deneddyl inh	SUMO1-SIM PPI	MLLE-PAM2 inh
COc1ccc(/C=C/C(=O)OCC(=O)NC2CCCC(C)C2C)c(OC)c1 (stereo not drawn)
    i	0	11	1.8	-2	-5	-0.4	-1	-1	-18
CCOc1ccc(NC(=O)CN(C)C(=O)c2ccc(COc3ccccc3)o2)cc1OCC
    i	3	1	-0.2	-9	-3	0.1	1	1	4
CCc1cccc2c(C(=O)COC(=O)c3nn(C)c(=O)c4ccccc34)c[nH]c12
    i	1	-3	1.4	-14	3	-0.6	0	-3	-25
CCNC(=O)C1(C)CCCN(Cc2cccc3c2OCCO3)C1 (stereo not drawn)
    i	0	5	0.6	.	3	0.6	-6	2	8
COc1ccc(C(=O)NC(C)c2nnc(SCC(=O)NC3CCCCC3)n2C)cc1 (stereo not drawn)
    i	0	0	-1.0	3	-4	-0.6	0	0	0
Cc1ccc(CNC(=O)CS(=O)(=O)CC(=O)O)cc1
    i	0	-1	-1.0	-3	-5	-0.6	2	-2	-8
Cc1ccccc1SCC(=O)OCC(=O)N(C)c1c(N)n(Cc2ccccc2)c(=O)[nH]c1=O
    i	-2	2	1.7	-6	-2	-0.5	-2	1	6
CCOC(=O)c1cc2c(=O)n3ccccc3nc2n(CCCOC)c1=NC(C)=O
    i	0	1	-0.9	-8	1	0.0	0	-20	-5
CC1CCC(NC(=S)NCCN(C)C)CC1 (stereo not drawn)
    i	-2	0	-1.8	-13	-4	0.6	-3	-1	-23
Fc1ccc(-n2c(Cn3nnc4ccccc43)n[nH]c2=S)cc1
    i	-1	6	0.1	6	4	-0.2	13	-1	-34
CCCn1c(C)cc(C(=O)CN2C(=O)NC3(CCCCCC3)C2=O)c1C
    i	1	2	-0.4	.	3	-0.2	4	1	-41
CCOc1ccc(-c2n[nH]c(=S)n2Cc2ccccc2)cc1
    i	0	0	-0.8	-1	8	-1.0	5	-1	-7
CSc1ccc(CNCCCN(C)C)cc1
    i	-7	-1	-2.0	1	-5	-0.1	-1	0	4
O=C(NC1CCCC1)C(c1ccc(F)cc1)N(C(=O)c1csnn1)c1ccccc1F (stereo not drawn)
    i	-2	-2	-1.1	-7	-4	0.4	-1	3	26
CNS(=O)(=O)c1cccc(C(=O)OCC(=O)Nc2ccc(-c3nc4ccc(C)cc4s3)cc2)c1
    i	-2	19	-1.1	-8	1	0.1	2	-4	-31
CCOc1ccc2nc(N3CCC(C(=O)N4CCN(C(=O)c5ccco5)CC4)CC3)sc2c1
    i	-1	-1	-2.9	-8	-1	-0.1	4	1	-14
COc1ccccc1Nc1nc(C)cc(C)n1
    i	0	3	-3.1	4	1	-1.1	6	0	3
COC(=O)c1c(C(=O)OC)c(C)n(Cc2ccco2)c1C
    i	-8	1	-1.2	3	-5	-0.4	3	4	-3
Cc1nn(C)c(C)c1S(=O)(=O)N(CC(=O)NCc1cccs1)c1ccc(C(C)C)cc1
    i	-3	-5	-0.2	-6	1	-0.1	0	2	-11
Cc1ccc(N2Cc3ccccc3C2=O)cc1
    i	2	-5	-1.4	0	-5	-1.6	3	8	-6

# The last 2 entries of the section before come first, to join the parts.
# Results follow in this order: Rpn11 inh	STEP inh	DNMT1 block	LMPTP inh	Scp-1 inhibitor	NadD inh	Tb MetRS inh	CSN deneddyl inh	SUMO1-SIM PPI	MLLE-PAM2 inh
Cc1nn(C)c(C)c1S(=O)(=O)N(CC(=O)NCc1cccs1)c1ccc(C(C)C)cc1
    i	-3	-5	-0.2	-6	1	-0.1	0	2	-11
Cc1ccc(N2Cc3ccccc3C2=O)cc1
    i	2	-5	-1.4	0	-5	-1.6	3	8	-6
Cc1cc(C)cc(OCC(=O)OCC(=O)N2CC(=O)Nc3ccccc32)c1
    i	4	0	0.2	-4	-1	0.4	0	1	1
Cc1nc(SCC(=O)N(C)C2CCCCC2)[nH]c(=O)c1Cc1ccccc1
    i	-2	-1	0.6	-7	3	0.4	4	4	8
COc1ccc(-n2c(C)cc(-c3csc(N)n3)c2C)cc1
    i	-3	-30	7.2	3	33*	0.2	14	-7	-23
CC1CCN(C(=O)COC(=O)c2ccccc2C(=O)c2ccccc2)CC1
    i	4	0	0.9	-5	-3	0.3	-3	2	1
CCOC(=O)CSc1nc2ccccc2n2c(C)nnc12
    i	-3	0	0.0	-5	2	0.1	-3	-10	-2
CCc1cccc2c(C(=O)COC(=O)c3c(C)noc3C)c[nH]c12
    i	0	3	0.6	-13	3	-0.5	6	0	5
O=[N+]([O-])c1ccc(CN2CC(N3CC=CC3)CS2(=O)=O)cc1 (stereo not drawn)
    i	-1	-4	-0.4	.	-4	-0.5	1	-18	-13
CCN(CCn1cccn1)Cc1nc(-c2ccccc2)no1
    i	-4	0	1.1	-4	-7	-0.8	-1	0	-9
Cc1ccc(C)c(N2CCN(c3ccncc3N)CC2)c1
    i	-1	-5	-0.6	-8	-11	-1.0	-3	-2	-8
CC1=C(C(=O)OC2CCCCC2)C(c2cccs2)n2c(nc3ccccc32)N1 (stereo not drawn)
    i	0	10	1.4	1	11	0.1	-5	2	7
CCOc1ccc(C(=O)N(C)C2CCS(=O)(=O)C2)cc1 (stereo not drawn)
    i	2	7	0.2	-9	-3	0.1	-3	1	1
O=C(CC1SCCNC1=O)Nc1ccc(Cl)cc1 (stereo not drawn)
    i	-2	2	-1.2	-5	-2	1.6	-5	3	-4
COc1ccc(Cc2nnc(SCC(=O)NCCc3ccccc3)o2)cc1
    i	1	0	-0.9	-7	-1	-0.5	5	2	0
CCN(CC)CCN(C)C(c1cc2ccccc2o1)c1nnnn1C(C)(C)C (stereo not drawn)
    .	.	.	-1.0	.	-9	-0.5	-1	-2	.
C[C@H]1CN([C@@H](C)CO)S(=O)(=O)c2ccc(Br)cc2O[C@H]1CN(C)C(=O)CCN1CCCCC1
    i	1	1	-2.6	.	-6	0.8	2	1	-13
O=C(c1ccc(-n2cccn2)cc1)N1CCc2c([nH]c3ccccc23)C1c1ccccn1 (stereo not drawn)
    i	1	-6	1.3	15	-1	-0.5	1	-9	-5
Cc1nn(CC(=O)N2CCOCC2)c(=O)c2ccccc12
    i	-3	-3	-1.1	-4	-7	-0.9	-3	-2	-5
CC1CC(=O)N(CCc2ccccc2)C(=O)C1
    i	3	2	1.6	1	-3	-0.5	1	0	4
CC1CN(S(=O)(=O)c2cccc(C(=O)Nc3ccc(S(=O)(=O)NC4=NCCCCC4)cc3)c2)CC(C)O1 (stereo not drawn)
    i	-2	-3	-0.5	-4	9	-0.6	5	-5	-33
O=[N+]([O-])c1ccc(Cl)cc1Sc1ccccn1
    i	-1	-4	-0.9	-2	-8	-0.3	-13	-17	-8
O=C(Nc1cccc(S(=O)(=O)N2CCCCC2)c1)c1ccco1
    i	1	-28	0.8	-2	1	-0.5	1	-1	-5
c1ccc(COc2cccc(CNCc3cccs3)c2)cc1
    i	-4	0	-1.2	4	-6	-0.4	-6	-3	-3
CC(=O)C[C@H](O)CC(=O)[C@@H]1OC(=O)[C@H](C)C/C=C\Cc2ccccc21
    i	1	8	-0.5	-8	9	0.1	-2	4	7
CCN(CC)c1nc(=S)nc(NC(C)(C)C)[nH]1
    i	2	0	-1.8	-1	8	-1.3	-5	-2	0
CCCCNS(=O)(=O)/C=C/c1ccccc1
    i	-4	3	-0.7	-9	-3	0.2	-6	-2	-14
CCc1nc(C)cn1S(=O)(=O)c1cc(Cl)c(OC)cc1Cl
    i	-2	2	-0.2	-3	2	0.5	-2	-1	-1
O=C(Nc1ccccc1Cl)C1CCCN1C(=O)OCc1ccccc1 (stereo not drawn)
    i	0	2	-0.5	-3	4	0.2	-2	5	-7
O=C(NCC1CCCO1)C1c2ccccc2C(=O)N1C1CCCCCC1 (stereo not drawn)
    i	-2	-4	-0.2	0	-4	0.1	-5	2	-9
Cc1nnc(SCC(=O)N(C)c2ccccc2)n1-n1cccc1
    i	-2	0	1.0	1	-1	-0.1	-3	1	12
NS(=O)(=O)c1ccc(N/N=C/c2cn(-c3ccccc3)nc2-c2ccccc2)c([N+](=O)[O-])c1
    i	4	14	6.9	0	30	0.1	-3	-17	1
CCN1CCN(c2nc3sc4c(c3c(=O)n2-c2ccc(OC)cc2)CCCCC4)CC1
    i	-2	-1	0.4	4	-8	-1.6	2	5	-2
CCOc1ccc(/C(O)=C2/C(=O)C(=O)N(c3ccccn3)C2c2ccc(C)cc2)c(C)c1 (stereo not drawn)
    i	3	0	0.1	-12	27	-0.4	-2	-2	2
Cc1sc2ncn(CC(=O)NCCCOC(C)C)c(=O)c2c1S(=O)(=O)N1CCN(c2ncccn2)CC1
    i	1	1	0.6	-4	-8	0.0	3	2	-13
C#CCOCCOCCOCCNc1nc(N2CCN(C(=O)[C@H]([C@@H](C)CC)n3cc(CCCCN)nn3)CC2)nc(N2CCN(C(=O)[C@H](CCCCN)n3cc(CCC(=O)O)nn3)CC2)n1
    i	1	-1	-2.5	-2	-3	0.3	-1	-4	-1
C=CCNc1nnc(SCC(=O)N2CCC(C(N)=O)CC2)s1
    i	1	0	-0.5	-7	-1	-0.2	-3	1	7
CCCSC1=C(C#N)C(c2ccc(OC)cc2)C2=C(CC(C)(C)CC2=O)N1 (stereo not drawn)
    i	2	-3	0.6	-8	-6	-0.5	0	-11	1
CN(C(=O)c1cccc(NC(=O)Cc2ccc(NC(=O)C3CCN(C(=O)C4CC4)CC3)cc2)c1)C1CCCCC1
    i	0	4	-0.2	12	4	2.1	-6	-3	-17
O=C(COC(=O)c1cccc(S(=O)(=O)N2CCCCC2)c1)NCc1cccc(Cl)c1
    i	-2	2	0.2	.	-4	0.1	7	2	-2

# Source: PubChem
